MITF inh: inhibitors of human MITF; O75030; AlphaScreen MITF homodimerization, bead proximity signal; inhibition, % at 2.6 µM; actives 0.91% (n = 650,000); AID 1259374; in the data active means inhibition above about 50%;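 further: 0% = vehicle wells with protein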
Target sequence (O75030 whole entry, looked up): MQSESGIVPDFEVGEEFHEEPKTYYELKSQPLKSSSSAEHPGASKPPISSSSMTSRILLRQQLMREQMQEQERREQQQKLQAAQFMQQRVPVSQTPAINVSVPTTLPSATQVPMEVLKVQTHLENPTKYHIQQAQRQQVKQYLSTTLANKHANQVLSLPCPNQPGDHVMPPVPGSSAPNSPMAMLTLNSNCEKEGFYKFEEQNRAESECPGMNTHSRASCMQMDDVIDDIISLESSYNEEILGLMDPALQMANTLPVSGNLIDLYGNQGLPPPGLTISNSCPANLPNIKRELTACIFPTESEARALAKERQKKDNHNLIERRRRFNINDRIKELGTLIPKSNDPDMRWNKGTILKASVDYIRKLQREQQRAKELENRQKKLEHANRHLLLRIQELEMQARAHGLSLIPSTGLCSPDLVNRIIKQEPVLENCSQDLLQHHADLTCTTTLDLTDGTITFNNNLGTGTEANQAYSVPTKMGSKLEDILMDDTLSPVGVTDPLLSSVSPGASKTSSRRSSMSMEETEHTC
FBW7 activator: activators of human E3 ligase FBW7; AID 1259310; normalized activity (activation), % at 26.1 µM; actives 0.13% (n = 650,000); AlphaScreen FBW7–phospho-cyclin E peptide binding, activator screen; Q969H0; in the data active means normalized activity above about 1.9%;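 further: purified mutant Fbw7 with reduced substrate affinity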
GPR151 ag: activators of human GPR151; Q8TDV0; PathHunter beta-arrestin GPR151 cells, luminescence; activation, % at 11.2 µM; actives 1% (n = 650,000); in the data active means activation above about 4.9%;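 further: 0% = median of compound wells and 100% = cells with positive control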
Target sequence (Q8TDV0 whole entry, looked up): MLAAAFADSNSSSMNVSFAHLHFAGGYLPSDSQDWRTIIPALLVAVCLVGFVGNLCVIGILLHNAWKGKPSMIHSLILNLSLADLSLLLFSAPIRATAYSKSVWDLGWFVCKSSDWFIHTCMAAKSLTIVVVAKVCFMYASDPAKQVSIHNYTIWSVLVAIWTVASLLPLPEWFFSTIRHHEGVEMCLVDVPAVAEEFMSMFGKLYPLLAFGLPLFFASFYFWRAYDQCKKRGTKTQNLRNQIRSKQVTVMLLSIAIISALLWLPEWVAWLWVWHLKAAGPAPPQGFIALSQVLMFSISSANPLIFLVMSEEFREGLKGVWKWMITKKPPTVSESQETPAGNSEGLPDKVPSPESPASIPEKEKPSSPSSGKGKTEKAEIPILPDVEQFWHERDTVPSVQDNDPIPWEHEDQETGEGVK
TEAD-YAP inh: TEAD-YAP interaction inhibition | HEK-TIYL cells, TEAD-Gal4/YAP UAS-luciferase luminescence | inhibition, % at 9.12 µM | actives 1.4% (n = 640,000); in the data active means inhibition above about 32%;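 further: 0% = median of test compound wells and 100% = reference inhibitor wells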
* marks the source's active call; other numbers are inactive results.

SMILES	MITF inh	FBW7 activator	GPR151 ag	TEAD-YAP inh
Cc1ccc(S(=O)(=O)NC(=O)c2cccc([N+](=O)[O-])c2)cc1	6	0.1	-0.5	-1
CCN(CC)c1cc(C)nc(NCc2ccccc2)n1	9	0.5	-0.7	29
CN(C)CCCN1C(=O)C(O)=C(C(=O)c2cc3ccccc3o2)C1c1ccccc1F (configuration not stated)	-1	0.0	-1.2	10
CCCNC(=O)c1cnc(-c2csc3ccccc23)s1	-5	0.1	0.2	-30
CCOc1cc(C(=O)Nc2cc(C)c(C)cc2O)cc(OCC)c1OCC	-1	0.0	-0.6	-7
COc1cc(/C=C/C(=O)O)cc(S(=O)(=O)N(C)C2CCCCC2)c1OC	3	0.0	1.3	-4
NC(=O)c1ccc(Oc2ccccc2F)c([N+](=O)[O-])c1	15	0.1	-1.1	7
CC(=O)Nc1ccc(Nc2nc(Nc3ccccc3)nc3c2ncn3-c2ccsc2)cc1	11	0.2	0.1	36*
CCN(CC)c1ccc(/C=N/NC(=O)c2cc(Br)ccc2O)c(O)c1	3	0.0	1.3	-7
O=C(CC1NC(=O)c2ccccc21)NCC1Cc2cccc(-c3ccncc3)c2O1 (configuration not stated)	-16	-0.1	0.3	4
CCN(CC)C(=S)NC(=O)c1cccc([N+](=O)[O-])c1	-17	-0.2	1.3	10
CCOC(=O)c1ccc(CN(Cc2ccc(C)cc2)S(=O)(=O)c2ccccc2)cc1	8	0.1	2.7	-8
COc1ccc(CCNc2cc(Nc3ncccn3)nc(N)n2)cc1	23	0.0	1.0	-1
CC1=C(C(=O)OCCCc2ccccc2)C(c2cccs2)NC(=O)N1 (configuration not stated)	14	0.2	0.2	-16
O=[N+]([O-])c1ccccc1C=Nc1ccc(S(=O)(=O)Nc2nccs2)cc1	19	0.1	-1.1	-1
Cc1ccc2nc(C3CCN(C(=O)N4CCOCC4)CC3)[nH]c2c1	13	0.0	1.5	-2
COc1ccc(CNC(=O)COC(=O)c2ccco2)cc1	0	0.5	-0.5	-10
COc1ccc(CN2CCNC(=O)C2CC(=O)NCC(C)(C)N2CCOCC2)cc1C (configuration not stated)	1	-0.2	-0.8	-4
CC(C)(C)c1ccc(OCC(=O)NC2CCS(=O)(=O)C2)cc1 (configuration not stated)	0	-0.2	1.2	-3
O=C(NNc1ccc([N+](=O)[O-])cc1)NC1CCCCC1	21	0.6	0.0	-14
Cc1cc(NS(=O)(=O)c2ccc(NS(C)(=O)=O)cc2)no1	-4	0.1	-1.0	-2
O=C(Nc1ccccc1C(=O)O)c1ccc(N2C(=O)C3CC=CCC3C2=O)cc1 (configuration not stated)	-20	0.0	-5.2	2
COc1ccc(N2CCN(C(=O)c3ccc(SCc4ccccc4Cl)c([N+](=O)[O-])c3)CC2)cc1	0	0.0	-1.1	18
O=S(=O)(Nc1cccc2cccnc12)c1ccc(S(=O)(=O)N2CCCC2)cc1	13	-0.3	-0.3	18
C=C(C)C1CC=C(C)/C(=N\NC(=O)CNc2ccccc2OC)C1 (configuration not stated)	-14	-0.2	1.1	-6
Cc1cc(=O)n2nc(N3CCCC(C(=O)NCc4ccccn4)C3)sc2n1 (configuration not stated)	4	-0.1	0.5	-3
O=C(O)CCC(CNS(=O)(=O)c1ccc([N+](=O)[O-])cc1)C(F)(F)F (configuration not stated)	-22	-0.1	0.3	8
COc1ccc(/C=N/n2cnnc2)c(OC)c1OC	11	-0.1	1.9	2
COc1ccc(CCn2c(SCC(=O)NCCc3ccc(S(N)(=O)=O)cc3)nc3ccccc3c2=O)cc1OC	8	0.3	-0.1	3
COc1ccc(/C=C2\SC(N)=NC2=O)cc1OC	19	0.0	9.1*	-2

An excerpt from above in order of heavy-atom count, largest number first.
SMILES	MITF inh	FBW7 activator	GPR151 ag	TEAD-YAP inh
O=C(Nc1ccccc1C(=O)O)c1ccc(N2C(=O)C3CC=CCC3C2=O)cc1 (configuration not stated)	-20	0.0	-5.2	2
Cc1ccc2nc(C3CCN(C(=O)N4CCOCC4)CC3)[nH]c2c1	13	0.0	1.5	-2
CC(C)(C)c1ccc(OCC(=O)NC2CCS(=O)(=O)C2)cc1 (configuration not stated)	0	-0.2	1.2	-3
COc1ccc(/C=C2\SC(N)=NC2=O)cc1OC	19	0.0	9.1*	-2

(listing goes on)
SMILES	MITF inh	FBW7 activator	GPR151 ag	TEAD-YAP inh
COC(=O)C1=C(C)NC(=O)NC1c1ccc(Cl)c(Cl)c1 (configuration not stated)	8	0.1	-0.2	-9
Cc1cc(C)nc(SC(C)C(=O)N/N=C/c2ccc(OCC(=O)O)cc2)n1 (configuration not stated)	16	0.2	-0.9	-3
COc1ccc(C2=CC(c3ccccc3Cl)n3ncnc3N2)cc1OC (configuration not stated)	16	0.3	-1.6	16
CNC(=O)c1nn(C)cc1[N+](=O)[O-]	-9	0.0	1.0	-10
CCn1c2cc(C)sc2c2cnn(CC(=O)N3CCCCC3C)c(=O)c21 (configuration not stated)	7	-0.1	-0.9	-10
Clc1ccc(/C=N/Nc2nncc3ccccc23)cc1Cl	17	0.1	1.2	-28
c1c(C23CC4CC(CC(C4)C2)C3)nc2nc3c(nn12)CCCC3	-5	0.1	2.1	-9
CNC(=O)[C@@H]1C[C@H](NCc2ccc(C(=O)OC)cc2)CN1Cc1cccc2ccccc12	-2	0.2	-0.1	5
COc1cccc(-c2nnc(SCc3ccccn3)n2C)c1	9	0.0	1.3	-16
COc1cc(NC(=O)c2cnc(NCCN3CCOCC3)s2)cc(OC)c1OC	34	0.1	-0.8	8
CN1C(=O)CC(C(=O)Nc2ccccc2F)SC1=Nc1cccc(C(F)(F)F)c1 (configuration not stated)	3	0.2	-0.9	2
COc1ccc(C2CC(c3ccc(Cl)cc3)Nc3ncnn32)c(OC)c1OC (configuration not stated)	7	-0.1	2.4	5
Cc1cc(C)nc(NC(=O)NCCCSc2ccccn2)n1	2	0.2	0.9	-34
CCN1CCN(c2cc(N3CCN(C(=O)c4ccco4)C(C)C3)c([N+](=O)[O-])cc2F)CC1 (configuration not stated)	19	-0.1	-0.3	6
CC(C)(C)NC(=O)CN(Cc1ccccc1)C(=O)C(=O)Nc1ccc2c(c1)OCCO2	-5	0.1	0.5	-8

Reprinted at random: 2 compounds from above, in no set order.
SMILES	MITF inh	FBW7 activator	GPR151 ag	TEAD-YAP inh
COc1cc(NC(=O)c2cnc(NCCN3CCOCC3)s2)cc(OC)c1OC	34	0.1	-0.8	8
CCN1CCN(c2cc(N3CCN(C(=O)c4ccco4)C(C)C3)c([N+](=O)[O-])cc2F)CC1 (configuration not stated)	19	-0.1	-0.3	6

(listing goes on)
SMILES	MITF inh	FBW7 activator	GPR151 ag	TEAD-YAP inh
CCOC(=O)COc1ccc(S(=O)(=O)N2CCN(c3ccc(F)cc3)CC2)cc1	-1	0.0	-0.2	1
C=CCC1(O)CC(c2ccccc2)NC(c2ccccc2)C1C (configuration not stated)	3	0.0	0.7	4
Cc1cc(C)nc(N/N=C/c2cc(Br)c(O)c(Br)c2)n1	3	-0.2	-1.0	-1
CCOc1ccc(CN2CCC(C(=O)NCC3CCCO3)CC2)cc1 (configuration not stated)	36	0.0	-0.1	-3
O=C(C1CC(c2ccc(F)cc2)=NO1)N1CCCCC1 (configuration not stated)	-8	0.0	0.1	-85
COc1ccccc1C(=O)NC(=S)Nc1ccc(Br)c(C)n1	10	0.1	5.2*	-3
CSc1ccc(/C=C/C(=O)OC/C(O)=C(\C#N)c2nc3ccccc3[nH]2)cc1	-11	0.1	1.0	-4
CC(C)(C)c1ccc(OCCCC(=O)Nc2ccc(C(N)=O)cc2)cc1	-15	-0.2	0.9	-11
COC(=O)CN(c1ccc(OCc2ccccc2)cc1)S(C)(=O)=O	0	0.0	-1.4	-9
CCCCN1C(=O)C(=O)N(CC(=O)Nc2ccc(C)c(Cl)c2)C1=O	66*	0.0	0.1	4
CC(=O)c1c(C)n(CC(=O)N2CCC(C)CC2)c2ccccc12	-2	0.1	-0.2	1
CCOC(=O)C1=C(N)OC2=C(C(=O)CC(C)(C)C2)C1c1ccccc1F (configuration not stated)	3	0.0	2.0	2
O=C1OC(/C=C/c2ccc(Cl)cc2)=NC/1=C/c1ccccc1C(F)(F)F	-1	0.0	-1.8	9
O=C(Cc1cccs1)NCCn1nnn(-c2ccccc2)c1=O	4	0.5	-0.2	0
CC[C@H](C)[C@H](NC(=O)OCc1ccccc1)C(=O)Nc1ccc(NC(C)=O)cc1	2	-0.1	-0.5	-1
COc1cccc(-c2cnc3c(Nc4ccc(NC(C)=O)cc4)nccn23)c1	0	0.0	0.3	-1
O=C(CCC(=O)Nc1cccc(Cl)c1)N/N=C/c1cc(Br)ccc1O	26	0.2	-0.2	16
CCC(CC)C(=O)Nc1ccc(C)c(C)c1	-2	0.0	-0.9	-11
CSc1ccccc1NC(=O)CC1SC(N)=NC1=O (configuration not stated)	3	-0.1	-1.0	1
CCc1c(C)sc(NC(=O)COc2ccc(Br)cc2)c1C#N	6	-0.1	0.3	5
CCCCS(=O)(=O)/C=C\C1C2C=CC(C2)C1S(=O)(=O)CCCC (configuration not stated)	7	-0.1	0.7	3
CSCCOC(=O)COc1ccc(/C=C2/Sc3ccccc3C2=O)cc1	-18	-0.2	0.8	-5
COc1ccccc1NC(=S)N/N=C/c1cccnc1	-8	0.1	4.4	-5
O=C1CC(N2C(=O)C3CC=CCC3C2=O)C2COC1O2 (configuration not stated)	1	0.1	3.4	-1
CCCOc1cccc(C(=O)Nc2cc(-c3nc4ccccc4o3)ccc2C)c1	5	0.0	-0.9	16
CN1CCC(Oc2ccc(C(=O)Nc3ccc4[nH]ncc4c3)cn2)CC1	34	0.1	-0.9	88*
N#C/C(=C\c1cn(CC(=O)NCC2CCCO2)c2ccccc12)C(=O)NCc1cccs1 (configuration not stated)	-3	0.0	1.1	-4
CC1CCCCN1C(=O)c1cc(I)ccc1NC(=O)c1cccnc1 (configuration not stated)	-3	0.0	-1.5	-2
CC(C)(C)c1nn2cnnc2n(/N=C/c2cccc(O)c2)c1=O	6	0.3	1.9	6
CCOc1ccc(C2c3c(oc4ccccc4c3=O)C(=O)N2c2nccs2)cc1OC (configuration not stated)	2	0.0	-0.7	-6
CC(=O)c1cccc(NS(=O)(=O)c2ccc3[nH]c(=O)oc3c2)c1	19	0.4	-0.5	-1
Cc1csc(C(C)NC(=O)CCc2nnc(-c3ccc4c(c3)OCO4)o2)n1 (configuration not stated)	9	0.0	-0.5	-2
Cc1cc(C)nc(/N=C(\N)N2CCCCC2C)n1 (configuration not stated)	7	0.1	0.3	5
COCCn1c(C)cc(C(=O)COC(=O)/C=C/c2ccc(OCC#N)c(OC)c2)c1C	10	-0.1	0.4	3
Cc1c(C(=O)N2CCN(Cc3ccccc3)CC2)sc2ncnc(N3CCCCC3C)c12 (configuration not stated)	4	-0.1	-1.1	-8
CCCCN1CC2([N+](=O)[O-])C=CC(=O)C([N+](=O)[O-])(C1)C2CC(C)=O (configuration not stated)	5	-0.1	-0.3	-6
COc1ccc(N(C(C)C(=O)NC2CCCCCC2)S(C)(=O)=O)cc1 (configuration not stated)	1	-0.1	-2.4	6
COc1ccc2c(CNC3CCC(C)CC3)c(C(=O)O)n(Cc3ccc(F)cc3)c2c1 (configuration not stated)	6	0.2	1.2	7
CCN(CC)C(=O)CSc1nc2c(C)cc(C)cc2cc1C#N	6	0.1	-0.6	0
O=C(Nc1ccc2[nH]c(=O)[nH]c2c1)c1ccc([N+](=O)[O-])cc1	-5	-0.1	0.1	-8
CC(C)n1c(-c2ccc(C(=O)NC3CC3)cc2)nc2c(N)ncnc21	12	0.0	0.0	-14
CCCCCCOc1ccc(C(=O)Oc2ccc(-c3ccc(C)cc3)cc2)cc1	-5	-0.1	-0.9	8
CC1(c2ccc(OC(F)F)cc2)NC(=O)NC1=O (configuration not stated)	3	0.0	0.8	-1
CC1=NN(c2ccccc2)C(=O)C1/C=C1\NC(=S)NC1=O (configuration not stated)	10	0.0	0.5	-4
O=S(=O)(Nc1cc(Cl)c(O)c(Cl)c1)c1ccc(Cl)cc1	0	-0.1	1.5	0

Part of the list above with just MITF inh.
Compound,MITF inh
Cc1ccc2nc(C3CCN(C(=O)N4CCOCC4)CC3)[nH]c2c1,13
COc1ccc(CNC(=O)COC(=O)c2ccco2)cc1,0
COc1ccc(CN2CCNC(=O)C2CC(=O)NCC(C)(C)N2CCOCC2)cc1C (configuration not stated),1
CC(C)(C)c1ccc(OCC(=O)NC2CCS(=O)(=O)C2)cc1 (configuration not stated),0
O=C(NNc1ccc([N+](=O)[O-])cc1)NC1CCCCC1,21
Cc1cc(NS(=O)(=O)c2ccc(NS(C)(=O)=O)cc2)no1,-4

The results go on:
SMILES	MITF inh	FBW7 activator	GPR151 ag	TEAD-YAP inh
Cc1cc(C)c(C#N)c(SCc2ccc(Cl)nc2)n1	-3	0.2	2.6	-23
CCOc1ccc(C(=O)NCc2ccccc2)cc1Br	24	0.8	2.6	0
CC1=C(C(=O)OCCOc2ccccc2)C(c2coc3ccccc3c2=O)C2=C(CC(c3cccs3)CC2=O)N1 (configuration not stated)	4	-0.1	-0.9	-3
CCc1ccc(C(=O)N/N=C/c2cc(Br)c(O)c(Br)c2O)nc1	67*	-0.9	-0.9	72*
O=C(Nc1ccc2nc(SCc3ccc(I)cc3)sc2c1)c1ccccc1Br	-12	0.0	0.5	7
c1ccc2c(Nc3nc4ccccc4n4cnnc34)cccc2c1	10	0.0	0.7	-2

Screens (PubChem BioAssay)
